# MK inhibit: inhibitors of Streptococcus pneumoniae mevalonate kinase | AID 555 | purified MK, PK/LDH-coupled NADH absorbance 340 nm | actives 0.48% (n = 65,000) | inhibition, % at 10 µM;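 active = ranked among the strongest by inhibition in the single 10 µM screen, a fixed top-ranked set picked for dose follow-up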; also: no value below 0 was filed
# Spn DPM-DC inh: inhibitors of Streptococcus pneumoniae diphosphomevalonate decarboxylase | purified DPM-DC, PK/LDH coupled NADH fluorescence | calls only at 10 µM | actives 0.49% (n = 65,000) | AID 556;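 active = the 320 compounds with the highest percent inhibition in the single-dose primary screen, excluding strongly autofluorescent ones, cut at about 32% in these data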;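 also: kinetic rate of NADH fluorescence loss reporting ADP formed by the decarboxylase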
# KRASV12 cytotoxicity: viability loss of HPDE-C7K cells – cell-based, fluorescence, HTS, primary screen (AID 431) | HPDE-C7K KRASV12 cells, Alamar Blue viability, 48 h; higher % means a stronger effect | cytotoxicity, % at 10 µM; hits with a dose series show EC50 in µM | actives 1.7% (n = 63,000);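 active = compounds whose percent cytotoxicity in the single-dose primary screen, scaled between solvent and toxic-drug controls, exceeds 50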;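 also: 0% = DMSO solvent wells and 100% = doxorubicin-treated wells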
# Bfl-1 displacement: Bfl-1 inhibitors, primary screen, biochemical, fluorescence polarization, FITC-Bid, mouse (AID 432); actives 0.02% (n = 64,000); displacement, % at 20 µM; hits with a dose series show IC50 in µM; FITC-Bid BH3 peptide fluorescence polarization displacement; higher % means a stronger effect; in the data active = a potency from the dose series; inactive = the rest, 99 in 100 with displacement below about 15%; also: strong numbers were not always called active
# HPDE-C7 viability: cytotoxicity in HPDE-C7 cells, cell-based, fluorescence, HTS (AID 430); HPDE-C7 pancreatic duct cells viability, fluorescence; higher % means a stronger effect; cytotoxicity, % at 10 µM, or EC50 in µM where a hit was titrated; actives 1.8% (n = 63,000);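 also: cells exposed to compound for 48 hours before viability readout; 0% = vehicle and 100% = reference cytotoxic drug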
# TNAP inhibition: human TNAP enzyme inhibitors, biochemical, luminescent (AID 518). actives 0.09% (n = 64,000). one-dose inhibition, % at 20 µM; IC50 in µM for titrated hits. purified TNAP enzyme, luminescent substrate readout; higher % means a stronger effect; in the data active = a potency from the dose series; inactive = the rest, 99 in 100 with inhibition below about 22%;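 also: plate controls were vehicle for no effect and reference inhibitor for full effect; many of its hits are not listed in these tables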
# HT1080 cytotoxicity: cytotoxicity in HT1080 fibrosarcoma cells, cell-based, fluorescence readout (AID 620); HT1080 viability, fluorescence; higher % means a stronger effect; cytotoxicity, % at 10 µM; hits with a dose series show EC50 in µM; actives 0.42% (n = 87,000);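 also: cells exposed to compound overnight then 4 h with Alamar Blue; 0% = vehicle DMSO and 100% = killing control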
# LYP inhibition: inhibition of human PTPN22 tyrosine phosphatase – biochemical, DiFMUP fluorescence, recombinant catalytic domain, 10 µM, primary screen (AID 606). 52,000 tested, under 10 active. inhibition, % at 10 µM; hits with a dose series show IC50 in µM. recombinant LYP catalytic domain, DiFMUP fluorescence; higher % means a stronger effect;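 active = IC50 under 40 µM in the dose-response test; inactive = IC50 of 40 µM or more, or never dose-tested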
# PMK inhibit: S. pneumoniae PMK inhibition | purified PMK, PK/LDH-coupled NADH absorbance 340 nm | inhibition, % at 10 µM | actives 0.49% (n = 65,000);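 active = top-ranked compounds by inhibition in the single 10 µM screen, taking a fixed number of the strongest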;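 also: 0% = full reaction with DMSO carrier and 100% = background rate without enzyme reaction; no value below 0 was filed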
# PMK inhibit pilot replicates: further read-out of PMK inhibit, marked with its call; inhibition, %; measured here: pilot screen replicates
# MK inhibit pilot replicates: further read-out of MK inhibit, marked with its call; inhibition, %; measured here: pilot screen replicates
# Spn DPM-DC inh pilot screen %: recorded beside Spn DPM-DC inh, whose call it bears; inhibition, %; measured here: pilot screen trials
# Starred values were filed as active, the others as inactive; i = inactive; x = no result given. Rule as the data show it, unless noted: active = cytotoxicity above about 50%; inactive = the rest.
SMILES,MK inhibit,Spn DPM-DC inh,KRASV12 cytotoxicity,Bfl-1 displacement,HPDE-C7 viability,TNAP inhibition,HT1080 cytotoxicity,LYP inhibition,PMK inhibit,others
CCCCCCn1cnc2c(c1=O)c1nc3ccccc3nc1n2/N=C/c1ccco1,0.0,i,31.1%,10.0%,18.2%,16.5%,26.5%,-1.3%,2.0,
c1ccc(OCCSc2nnc3sc4ccccc4n23)cc1,4.0,i,12.4%,-4.6%,11.7%,11.4%,14.8µM*,9.9%,15.0,
CC(=O)c1cccc(N(CC(=O)O)S(C)(=O)=O)c1,7.0,i,2.0%,-11.2%,-7.5%,2.7%,0.0%,1.0%,9.0,
O=C1CSC(=NC(=O)c2ccccc2)N1,1.0,i,2.2%,-4.4%,-4.3%,6.0%,-2.2%,x,16.0,
O=C(NC1CCCC1)C(c1cccs1)N(C(=O)c1ccno1)c1ccccc1 (stereo not drawn),8.0,i,2.6%,1.5%,7.6%,14.2%,18.6%,8.8%,6.0,PMK inhibit pilot replicates=2.0;MK inhibit pilot replicates=0.0;Spn DPM-DC inh pilot screen %=1.0
Cc1cccc(-c2nsc(SCC(=O)Nc3nccs3)n2)c1,6.0,i,-1.1%,-4.4%,-3.2%,5.4%,-5.4%,-1.6%,16.0,
CC1(C)CC(=O)C(C=NCCCO)=C(O)C1,1.0,i,-11.1%,-4.2%,-13.3%,8.3%,2.4%,7.4%,0.0,
Cc1ccc(N(C(C)C(=O)O)S(=O)(=O)c2cccnc2)cc1 (stereo not drawn),2.0,i,-4.9%,2.5%,-1.9%,16.4%,-6.3%,-5.4%,1.0,
CN(C)CCCNCCCNC(=O)c1ccccn1,11.0,i,-3.6%,-9.6%,-4.6%,3.8%,3.7%,-2.0%,15.0,
CCCSc1nnc2[nH]c(=O)cc(N)n12,0.0,i,x,x,x,x,-3.2%,x,4.0,
COc1ccc(CCNc2oc(Cc3ccccc3)nc2C#N)cc1OC,9.0,i,-15.3%,-10.5%,-17.6%,12.8%,15.3%,x,11.0,
C/C(=C\C(=O)c1ccc(C)o1)Nc1ccc2c(c1)OCO2,12.0,i,7.5%,-3.0%,2.7%,4.2%,6.5%,11.0%,2.0,
O=C(CSc1nnc(-c2ccccn2)n1Cc1ccco1)c1ccc(-c2ccccc2)cc1,5.0,i,46.7%,3.0%,34.3%,10.7%,-9.7%,-10.3%,0.0,
COc1ccc(-n2c(=O)c3ccccc3n(CC(=O)NC3CCCC3)c2=O)c(OC)c1,1.0,i,-2.3%,-15.2%,-14.1%,20.6%,7.7%,x,x,
CCOc1ccc(N2C(=O)c3cccnc3C2Nc2ccc(OC)cc2)cc1 (stereo not drawn),6.0,i,-1.3%,-1.2%,2.0%,3.9%,-3.8%,-5.3%,11.0,
O=C(CCCCCn1c(=O)[nH]c2ccccc2c1=O)NCCCN1CCN(c2ccccc2F)CC1,4.0,i,-12.9%,-5.8%,-7.5%,-0.9%,13.7%,10.7%,5.0,
CCN(CC)CCn1c(=N)n(CCO)c2ccccc21,10.0,i,-7.1%,-0.3%,-0.5%,6.4%,37.4%,7.1%,20.0,PMK inhibit pilot replicates=3.0;MK inhibit pilot replicates=1.5;Spn DPM-DC inh pilot screen %=1.5
N#CCSc1nc2ccccc2c(=O)n1-c1ccccc1,9.0,i,-5.4%,-0.3%,-1.9%,14.1%,8.3%,-6.5%,9.0,
O=C(NCc1ccco1)c1cc(S(=O)(=O)N2CCOCC2)ccc1Cl,6.0,i,-5.4%,-3.3%,-6.9%,7.0%,-1.8%,5.0%,5.0,
Cc1nc(CC(=O)Nc2nc(-c3ccccc3)cs2)cs1,16.0,i,-2.1%,-0.1%,-10.1%,7.1%,-3.3%,6.7%,0.0,
COc1cccc(C(=O)NCc2cn3ccsc3n2)c1,4.0,i,10.0%,-3.9%,-0.7%,0.3%,13.2%,-3.7%,0.0,
CC(C)Oc1ccc2c(=O)c(-c3ccccc3)coc2c1,7.0,i,53.7%*,-8.9%,12.6%,17.1%,-0.3%,15.0%,4.0,PMK inhibit pilot replicates=3.0;MK inhibit pilot replicates=1.0;Spn DPM-DC inh pilot screen %=1.0
CCc1ccc(O)c(N=Cc2cccc(C)c2O)c1,0.0,i,-7.9%,-1.5%,-8.8%,0.1%,-8.4%,x,0.0,
c1ccc(OCCCc2nc(-c3ccccn3)no2)cc1,0.0,i,0.4%,-2.7%,-10.5%,8.2%,-5.1%,x,4.0,
CCC1(C)Cc2c(C#N)c(N)n(-c3ccccc3)c(=O)c2CO1 (stereo not drawn),4.0,i,6.8%,0.2%,2.8%,9.5%,-5.0%,3.8%,18.0,PMK inhibit pilot replicates=0.0;MK inhibit pilot replicates=3.0;Spn DPM-DC inh pilot screen %=1.0
COCCN1C(=O)C(=O)/C(=C(/O)c2ccc3c(c2)OCCO3)C1c1ccc(C(=O)OC)cc1 (stereo not drawn),1.0,i,-4.4%,-1.2%,1.6%,13.1%,4.4%,2.4%,13.0,
Cc1ccc(-c2cc(-c3ccc(F)cc3)nc(N)c2C#N)o1,5.0,x,4.4%,0.6%,20.1%,10.1%,-31.0%,21.3%,12.0,
Cc1ccccc1Cc1c(C)nc2nc(SCC(=O)NCc3ccco3)nn2c1C,4.0,i,15.7%,1.4%,12.0%,-6.5%,-13.4%,3.9%,16.0,
O=C(CSc1ncnc2nc[nH]c12)N1CCN(c2ccc(Cl)cc2)CC1,2.0,i,9.2%,8.6%,3.6%,2.4%,-0.6%,6.8%,3.0,
COc1ccc(CN=CC2=C(O)CNC2=O)cc1OC,5.0,i,-11.2%,-5.1%,-13.7%,3.6%,21.4%,x,10.0,
CC1=C(C(=O)OC(C)C)C(c2ccc(F)cc2)NC(=O)N1 (stereo not drawn),0.0,i,0.6%,-15.8%,-2.6%,7.8%,0.2%,6.6%,0.0,
Cc1ccc(CCNC(=O)C2CCN(C(=O)N(C)C)CC2)cc1,0.0,i,-6.3%,-3.2%,-13.5%,7.7%,x,x,12.0,
C=CCOC(=O)C1=C(C)OC(N)=C(C#N)C1c1ccoc1 (stereo not drawn),24.0,i,3.1%,-57.7%,1.4%,16.8%,3.3%,-9.5%,11.0,
CCOc1ccccc1N(CC(=O)N1CCOCC1)S(=O)(=O)c1ccccc1,7.0,i,4.2%,0.1%,-6.3%,13.1%,-7.3%,x,7.0,PMK inhibit pilot replicates=0.0;MK inhibit pilot replicates=0.0;Spn DPM-DC inh pilot screen %=3.0
O=C(OCCNC(=O)c1ccc2ccccc2n1)c1cccnc1,4.0,i,-10.6%,-1.1%,-7.6%,9.9%,x,-3.0%,0.0,
CC(C)(C)c1ccccc1NC(=O)c1ccco1,7.0,i,10.3%,4.3%,15.0%,7.9%,0.2%,5.3%,12.0,
Cc1cc(C)n2nc(SCC(=O)NCc3ccco3)nc2n1,3.0,i,-13.8%,-4.2%,-20.4%,12.2%,0.8%,8.5%,30.0*,
COc1ccc(C)cc1NS(=O)(=O)c1cccc2nonc12,11.0,i,-3.6%,-2.8%,11.4%,5.7%,2.9%,8.2%,2.0,
CC(C)CCn1cnc2c([nH]c3cccc(Cl)c32)c1=O,8.0,i,-16.2%,-3.4%,-3.6%,10.0%,5.5%,9.3%,2.0,
COc1ccc2oc(C(=O)CCC(=O)O)c(N)c2c1,1.0,i,-1.3%,2.3%,-14.3%,8.1%,-6.3%,12.2%,7.0,

# Brought forward from above: 4 compounds, followed by the next part.
SMILES,MK inhibit,Spn DPM-DC inh,KRASV12 cytotoxicity,Bfl-1 displacement,HPDE-C7 viability,TNAP inhibition,HT1080 cytotoxicity,LYP inhibition,PMK inhibit,others
Cc1cc(C)n2nc(SCC(=O)NCc3ccco3)nc2n1,3.0,i,-13.8%,-4.2%,-20.4%,12.2%,0.8%,8.5%,30.0*,
COc1ccc(C)cc1NS(=O)(=O)c1cccc2nonc12,11.0,i,-3.6%,-2.8%,11.4%,5.7%,2.9%,8.2%,2.0,
CC(C)CCn1cnc2c([nH]c3cccc(Cl)c32)c1=O,8.0,i,-16.2%,-3.4%,-3.6%,10.0%,5.5%,9.3%,2.0,
COc1ccc2oc(C(=O)CCC(=O)O)c(N)c2c1,1.0,i,-1.3%,2.3%,-14.3%,8.1%,-6.3%,12.2%,7.0,
CCCN1C2CCCC1CC(NC(=O)c1ccccc1)C2 (stereo not drawn),12.0,i,11.6%,-1.6%,9.0%,7.6%,1.4%,10.7%,7.0,
COc1ccc(Cn2cccc(NC(=O)Nc3ccc(C#N)cc3)c2=O)cc1,0.0,i,-21.9%,-3.5%,-15.4%,10.8%,-5.3%,x,16.0,
COc1ccccc1C(=O)NCCCn1cc(Br)c(C)n1,4.0,i,-1.8%,-2.5%,7.1%,6.8%,7.4%,0.5%,6.0,
COc1cccc(-n2c(SCC(=O)NCCc3ccccc3)nnc2-c2ccoc2C)c1,8.0,i,-1.3%,-1.0%,-9.4%,7.9%,-3.5%,-0.4%,16.0,
O=C(O)c1ccc(NC(=O)c2cccs2)cc1,1.0,i,-7.9%,-3.5%,-6.2%,7.2%,-4.5%,-1.1%,1.0,PMK inhibit pilot replicates=4.0;MK inhibit pilot replicates=1.0;Spn DPM-DC inh pilot screen %=0.0
Cc1cccc(N2CCN(C(=O)c3ccc(Cl)c(S(=O)(=O)NCc4ccco4)c3)CC2)c1C,2.0,i,55.9%*,-6.9%,65.8%*,3.5%,26.2%,-0.8%,2.0,
CCOCCCn1c(=NC(C)=O)c(C(=O)OCC)cc2c(=O)n3ccccc3nc21,0.0,x,3.8%,2.3%,-10.4%,3.8%,1.4%,0.8%,8.0,PMK inhibit pilot replicates=3.0;MK inhibit pilot replicates=4.0
O=C(NCC1CCCO1)c1ccccn1 (stereo not drawn),6.0,i,4.9%,-2.5%,10.4%,1.3%,8.3%,11.4%,12.0,
CC1Cc2nc(SCC(=O)Nc3nccs3)n(Cc3ccccc3)c(=O)c2S1 (stereo not drawn),10.0,i,5.0%,3.4%,-4.9%,2.9%,6.9%,0.9%,8.0,
Cc1[nH]n(C(C)(C)C)c(=O)c1Sc1ccccc1,5.0,i,-12.0%,-23.0%,-13.2%,7.0%,1.7%,7.9%,11.0,
Oc1ccccc1-c1nnc(COc2ccccc2)o1,10.0,i,-13.1%,-2.0%,-11.9%,6.0%,-1.4%,-3.0%,20.0,
Cc1cc(=O)[nH]c(/N=C(/NC(=O)c2ccccc2)Nc2ccc3c(c2)OCCO3)n1,10.0,i,2.6%,6.7%,4.7%,9.7%,-3.0%,-3.7%,1.0,
Cc1ccc(N2CCN(CC(O)COC3CCCCC3)CC2)cc1 (stereo not drawn),4.0,i,42.6%,10.8%,22.8%,3.1%,2.4%,11.4%,6.0,
Cc1ccc(C(=O)/C=C/Nc2cccc(O)c2)cc1,0.0,i,60.9%*,-1.3%,-1.0%,14.9%,23.4%,x,3.0,PMK inhibit pilot replicates=2.0;MK inhibit pilot replicates=0.0;Spn DPM-DC inh pilot screen %=1.0
O=S(=O)(c1ccc(NC2CCCCC2)cc1)N1CCOCC1,6.0,i,-4.7%,-9.7%,-11.3%,6.7%,-5.2%,14.0%,8.0,
